TRPC4 act = TRPC4 (mouse) channel activation | Q9QUQ5 | HEK293 TRPC4beta/mu-opioid, Fluo4 calcium fluorescence; hits give high values | B-score at 10 µM | 0.49% of 310,000 active | AID 2237;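 active = B-score above 5 SD of library B-scores, and initial fluorescence ratio not above library mean plus 5 SD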;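 also: positive B-score marks a calcium rise read as TRPC4 activation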
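Material: HEK293 stable line with TRPC4beta plus mu-opioid receptor; technique: Fluo4 calcium-sensitive dye fluorescence, kinetic, 1 Hz baseline; timing: Fluo4 dye loading 45 min at room temperature, 110 s recording; controls: assay buffer as low control, maximal DAMGO as high control; read-out: integrated baseline-normalised fluorescence ratio, converted to per-well B score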
KCNK9 inh = blocks the human KCNK9 two-pore domain potassium channel; B-score at 10 µM; AID 488922; HEK293 KCNK9, FluxOR thallium flux fluorescence; hits give low values; 1.2% of 310,000 active; Q9NPC2;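 active = ratio B-score over 3 SD below the library mean, with starting fluorescence within 5 SD of its mean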;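 also: negative B-score means less thallium flux so channel inhibition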
TRPC4 PAM = allosteric potentiators of mouse TRPC4 channel. Q9QUQ5. HEK293 TRPC4beta/mu-opioid, DAMGO EC20, Fluo-4 Ca2+ flux; hits give high values. B-score at 10 µM. 0.42% of 310,000 active. AID 2227;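 active = B-score of calcium response area above 5 SD of library B-scores, with initial fluorescence ratio within 5 SD of library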;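 also: B-score of integrated fluorescence ratio over time as area under calcium response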
Platelet DG rel = platelet dense granule release activity; human platelet-rich plasma, SFLLRN dense granule ATP release, luminescence; inhibition, %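 (compounds screened at 7.5 µM in platelet-rich plasma)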; 0.22% of 300,000 active;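 active = mean replicate score, as percent of positive control, at or above 50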
PolyA inh = inhibitors of polyadenylation in S. cerevisiae; S. cerevisiae SKY197-pL101 polyadenylation reporter, beta-gal luminescence; efflux-impaired pdr1/pdr3 knockout yeast; score 100 = 6 SD above DMSO; calls only at 12 µM; 0.02% of 300,000 active; AID 1875;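 active = lowest replicate activity score at least 50, where 100 means six control SD above control mean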;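 also: yeast exposed to compound for 9 h at 30 °C; higher score means more reporter readthrough which indicates perturbed polyadenylation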
KCNK3 block = human KCNK3 channel inhibition, primary screen; O14649; CHO-KCNK3 thallium flux, FluxOR fluorescence; hits give low values; B-score at 10 µM; 0.84% of 340,000 active; AID 602410;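 active = B-score under library mean minus 4 SD, starting fluorescence ratio at most library mean plus 5 SD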;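 also: more negative B-score means stronger inhibition of thallium flux through KCNK3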
Target sequence (O14649 whole entry, looked up): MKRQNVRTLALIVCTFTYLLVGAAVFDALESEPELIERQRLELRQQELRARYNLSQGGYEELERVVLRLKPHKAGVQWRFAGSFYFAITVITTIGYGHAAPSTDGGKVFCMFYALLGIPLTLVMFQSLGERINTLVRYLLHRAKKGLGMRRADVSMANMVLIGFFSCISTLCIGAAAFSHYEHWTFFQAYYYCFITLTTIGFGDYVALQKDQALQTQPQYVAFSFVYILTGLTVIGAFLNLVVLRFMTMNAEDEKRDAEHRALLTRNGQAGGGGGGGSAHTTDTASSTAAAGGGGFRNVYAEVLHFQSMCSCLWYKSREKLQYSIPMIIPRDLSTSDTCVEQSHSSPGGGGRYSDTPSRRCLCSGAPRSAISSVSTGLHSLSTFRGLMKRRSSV
hERG protect = shields human hERG channel from block by proarrhythmic agents | Q12809 | CHO-hERG, FluxOR thallium flux, dofetilide IC70 present | activation (rescue from dofetilide block), less the hit threshold, % at 10 µM | 0.51% of 310,000 active;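 active = activation above the mean of controls blocked by dofetilide plus 5 SD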;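 also: thallium influx through hERG after potassium depolarization seen as dye fluorescence rise; in these data hits start at about 4.7%; inactives centre near -7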
Dyrk1A ADPGlo = Dyrk1A (rat) kinase inhibition. 0.43% of 310,000 active. AID 504441. inhibition, % at 12.5 µM. Q63470. ADP-Glo luminescence, NFATc1 peptide; in the data active = inhibition above about 50%;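 also: plate controls were vehicle with enzyme for no effect and no enzyme for full effect; many of its hits are not listed in these tables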
TRPC4 inh = inhibitors of mouse TRPC4 channel; 0.39% of 300,000 active; B-score at 10 µM; HEK293 TRPC4beta/mu-opioid, DAMGO-evoked Fluo4 calcium flux; hits give low values;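 active = B-score over 3 SD under the library average, no early fluorescence shift, positive overall ratio signal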
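material = TRPC4beta/mu-opioid receptor HEK293 cell line | probe or stimulus = sequential submaximal and maximal DAMGO stimulation | compound dosing = one concentration per compound | measured by = Fluo4 Ca2+ flux fluorescence | evaluation = integrated fluorescence ratio relative to baseline, converted to per-well B score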
KCNQ1 pot = human KCNQ1 channel potentiation or activation | CHO-K1 KCNQ1, thallium flux FluxOR fluorescence; hits give high values | P51787 | 0.35% of 310,000 active | AID 2648 | B-score at 10 µM;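 active = fluorescence ratio B-score, a plate-corrected score, at least three library SD, with initial intensity B-score within 5 SD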
Target sequence (P51787 whole entry, looked up): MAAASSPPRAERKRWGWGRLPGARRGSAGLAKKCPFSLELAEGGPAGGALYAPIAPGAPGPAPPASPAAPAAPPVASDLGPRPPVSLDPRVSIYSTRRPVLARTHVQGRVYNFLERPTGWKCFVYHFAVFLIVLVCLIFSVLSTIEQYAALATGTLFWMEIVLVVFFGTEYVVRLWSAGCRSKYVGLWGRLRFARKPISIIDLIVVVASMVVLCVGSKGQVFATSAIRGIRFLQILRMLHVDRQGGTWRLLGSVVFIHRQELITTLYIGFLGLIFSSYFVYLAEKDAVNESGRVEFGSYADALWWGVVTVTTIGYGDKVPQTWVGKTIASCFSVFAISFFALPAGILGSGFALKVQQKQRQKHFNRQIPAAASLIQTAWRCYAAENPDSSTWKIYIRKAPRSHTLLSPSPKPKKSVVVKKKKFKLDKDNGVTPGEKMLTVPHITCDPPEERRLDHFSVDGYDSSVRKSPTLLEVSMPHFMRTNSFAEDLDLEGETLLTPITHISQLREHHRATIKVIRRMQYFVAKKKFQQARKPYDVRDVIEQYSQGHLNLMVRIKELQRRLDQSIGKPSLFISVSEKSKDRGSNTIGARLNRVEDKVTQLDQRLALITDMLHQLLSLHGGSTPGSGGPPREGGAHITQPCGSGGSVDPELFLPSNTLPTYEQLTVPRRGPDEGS
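Medium – assay buffer, equal DMSO in all wells · Material – CHO-K1 cell line with stable KCNQ1 potassium channel expression · Signal – kinetic FluxOR thallium fluorescence, 10-s 1-Hz baseline, 110-s post-stimulus read · Compound – single concentration per compound, DMSO matched to controls · Schedule – 37 °C overnight plating, 90-min dark dye load, 20-min compound pretreatment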
KCNQ1 block = blocks the human KCNQ1 potassium channel | P51787 | CHO-K1 KCNQ1, FluxOR thallium flux fluorescence; hits give high values | B-score at 10 µM | 1.3% of 310,000 active | AID 2642;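 active = compounds whose thallium flux B-score, printed positive for inhibition, exceeds three library SD while starting fluorescence stays within three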;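 also: channel opened by potassium depolarization with thallium stimulus after 20 min compound exposure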
* hit, by the source's call; i = inactive; x = not tested or not shown.

SMILES | TRPC4 act | KCNK9 inh | TRPC4 PAM | Platelet DG rel | PolyA inh | KCNK3 block | hERG protect | Dyrk1A ADPGlo | TRPC4 inh | KCNQ1 pot | KCNQ1 block
C/C(=N\NC(=O)c1cc(C)nc2ccccc12)c1cccc(Cl)c1 | i | i | i | 2 | i | i | -14 | -5 | i | i | i
Cc1nn(C)cc1S(=O)(=O)N1CCN(Cc2ccccc2Cl)CC1 | i | i | i | -3 | i | i | -4 | -6 | i | i | i
CCOc1ccc(-c2cccc(NS(=O)(=O)c3ccccc3[N+](=O)[O-])c2)nn1 | i | i | i | -2 | i | i | -6 | 3 | i | i | i
O=S(=O)(Cc1cc(Sc2ccccc2)nc(-c2ccccc2)n1)c1ccccc1 | i | i | i | 5 | i | i | -2 | 8 | i | i | i
CCCNCc1nnc(-c2ccccc2Cl)o1 | i | i | i | 6 | i | i | -12 | 1 | i | i | i
C=CCOc1ccc(/C(O)=C2/C(=O)C(=O)N(CCCn3ccnc3)C2c2ccco2)cc1 (stereo not given) | i | i | i | 0 | i | i | -8 | 5 | i | i | i
COc1cccc(N2CC(NC(=O)c3cccc4ccccc34)CC2=O)c1 (stereo not given) | i | i | i | -5 | i | i | -18 | -2 | i | i | i
CCC1(C)N(O)C(C)(C)C(c2ccc(F)cc2)=[N+]1[O-] (stereo not given) | i | i | i | 5 | i | i | -6 | -7 | i | i | i
CCN(CC)S(=O)(=O)c1ccc(NS(=O)(=O)c2ccc(O)c([N+](=O)[O-])c2)cc1 | i | i | i | 8 | i | i | 5 | 6 | i | i | i
COC(=O)c1sc(NC(=O)c2c(C)noc2C)nc1C | i | i | i | 53* | i | i | -8 | 4 | i | i | i
CC(=O)Nc1ccc(S(=O)(=O)Nc2cc(C)ccn2)cc1 | i | i | i | 4 | i | i | -6 | -1 | i | i | i
O=c1[nH]c(C(F)(F)F)nc2c1nnn2Cc1ccccc1F | i | i | i | 6 | i | i | -4 | -2 | i | i | i
CCN1CCN(CC(=O)c2c[nH]c3ccccc23)CC1 | i | i | i | 1 | i | i | -1 | -10 | i | i | i
COc1ccc([N+](=O)[O-])cc1Nc1c2ccccc2nc2ccccc12 | i | i | i | -5 | i | i | -8 | 5 | i | i | 8*
O=[N+]([O-])c1ccc(CN2CCSCC2)cc1 | i | i | i | -8 | i | i | -8 | -2 | i | i | i
OCC1(Cc2ccccc2)CCN(C2CCN(c3ccccc3F)CC2)CC1 | i | i | i | x | x | i | -19 | x | i | i | i
N#Cc1cnn2c1nc(N1CCCCC1)c1ccccc12 | i | i | i | 2 | i | i | -19 | 7 | i | i | i
Cc1ccc(C)c(-c2nc3cc(N)ccc3o2)c1 | i | i | i | 1 | i | i | -10 | -1 | i | i | i
Cn1cnc(S(=O)(=O)Nc2ccc3c(c2)OCCO3)c1 | i | i | i | 10 | i | i | -8 | 4 | i | i | i
COc1ccc(/C=N/NC(=O)COc2ccccc2-c2ccccc2)cc1 | i | i | i | -1 | i | i | -4 | -1 | i | i | i
CCC(=O)NCCc1nc2cc(NC(=O)c3ccco3)ccc2n1C | i | i | i | 3 | i | i | -6 | -2 | i | i | i
COCCNC(=O)C(C)N(c1ccc(OC)cc1)S(C)(=O)=O (stereo not given) | i | i | i | 3 | i | i | 3 | -3 | i | i | i
Cc1nnsc1NC(=O)OCC(C)(C)C | i | i | i | -3 | i | i | -10 | 0 | i | i | i
O=C(NCCc1cccc(F)c1)C1CCC(=O)N(CCCc2ccccc2)C1 (stereo not given) | i | i | i | -4 | i | i | -11 | -4 | i | i | i
CCn1c(SCC(=O)Nc2ccc3c(c2)OCO3)nnc1C(C)C | i | i | i | 5 | i | i | -11 | 2 | i | i | i

Retrieved by structure from the list above (two):
SMILES | TRPC4 act | KCNK9 inh | TRPC4 PAM | Platelet DG rel | PolyA inh | KCNK3 block | hERG protect | Dyrk1A ADPGlo | TRPC4 inh | KCNQ1 pot | KCNQ1 block
COc1ccc([N+](=O)[O-])cc1Nc1c2ccccc2nc2ccccc12 | i | i | i | -5 | i | i | -8 | 5 | i | i | 8*
O=[N+]([O-])c1ccc(CN2CCSCC2)cc1 | i | i | i | -8 | i | i | -8 | -2 | i | i | i

More entries.
SMILES | TRPC4 act | KCNK9 inh | TRPC4 PAM | Platelet DG rel | PolyA inh | KCNK3 block | hERG protect | Dyrk1A ADPGlo | TRPC4 inh | KCNQ1 pot | KCNQ1 block
CN(CC(=O)Nc1ccc(F)c(F)c1F)C(=O)c1ccc2c(c1)S(=O)(=O)N=C1CCCCCN12 | i | i | i | -5 | i | i | -7 | -13 | i | i | i
CCN(CC)C(=O)CSc1ncnc2sc(C)c(C)c12 | i | i | i | 5 | i | i | -20 | 2 | i | i | i
CSc1nc(C)cc(Oc2ccccc2)n1 | i | i | i | -2 | i | i | 0 | -2 | i | i | i
CC(=O)Nc1nc2ccc(Br)cc2s1 | i | i | i | 2 | i | i | 0 | 71* | i | i | i
COc1ccc2oc(C(=O)OCC(=O)NC3CCCCC3)c(C)c2c1 | i | i | i | x | i | i | -9 | 12 | i | i | i
CC(Nc1nc(Nc2ccc(F)cc2)nc(SCC(N)=O)n1)c1ccccc1 (stereo not given) | i | i | i | 7 | i | i | -4 | 0 | i | i | i
CC(C)/C(C=O)=C(/NC1CCCCC1)c1ccccc1 | i | i | i | x | i | i | -6 | -6 | i | i | i
Cc1ccc(S(=O)(=O)N2CCC(C(=O)N3CCC[C@H]3C(=O)NCC(C)C)CC2)cc1 | i | i | i | -2 | i | i | -2 | -2 | i | i | i
CC(C)C(=O)NNc1nc2ccccc2s1 | i | i | i | 3 | i | i | -8 | 0 | i | i | i
CCN(CC)S(=O)(=O)c1cccc(C(=O)NC(Cc2c[nH]c3ccccc23)c2nnc3n2CCC3)c1 (stereo not given) | i | i | i | -3 | i | i | -3 | 17 | i | i | i
Cc1ccccc1C(=O)N1CCC(C(=O)N(CC(C)C)c2c(N)n(Cc3ccccc3)c(=O)[nH]c2=O)CC1 | i | i | i | -6 | i | i | -14 | 0 | i | i | i
CC(=O)Oc1ccc(N2C(=O)CC(N3CCOCC3)C2=O)cc1 (stereo not given) | i | i | i | 5 | i | i | -9 | 6 | i | i | i
O=C(CCl)N(Cc1cccc([N+](=O)[O-])c1)c1cccc(Cl)c1 | i | i | i | -3 | i | i | -20 | 1 | i | i | i
Cn1cccc1-c1nc2ccccc2n1Cc1ccccc1 | i | i | i | -6 | i | i | -6 | 7 | -5* | i | i
Cc1ccc(-c2nnc3ccc(SCC(=O)N4CCCc5ccccc54)nn23)cc1 | i | i | i | -1 | i | i | -12 | 2 | i | i | i
O=S(=O)(NCC1CCCO1)c1ccc(S(=O)(=O)N(Cc2ccc(F)cc2)Cc2ccccn2)cc1 (stereo not given) | i | i | i | 11 | i | i | -9 | -9 | i | i | i
O=C(NCCc1ccccc1)c1cc(-c2ccco2)on1 | i | i | i | 7 | i | i | -8 | -1 | i | i | i
O=C(C[n+]1ccccc1)Nc1ccc(Cl)c([N+](=O)[O-])c1 | i | i | i | 6 | i | i | -10 | 10 | i | i | i
O=C(C1CCN(S(=O)(=O)N2CCOCC2)CC1)N1CCN(c2ccc(F)cc2)CC1 | i | i | i | 5 | i | i | -8 | -6 | i | i | i
Cn1ccc(C(=O)OCC(=O)Nc2ccccc2)n1 | i | i | i | 7 | i | i | -5 | 0 | i | i | i
Cc1ccc(S(=O)(=O)N2CCN(C)CC2)cc1C(=O)NC1CCCCC1 | i | i | i | 0 | i | i | -15 | 7 | i | i | i
O=C1COc2ccc(S(=O)(=O)N3CCN(c4cccc(C(F)(F)F)c4)CC3)cc2N1 | i | i | i | 1 | i | i | -5 | -6 | i | i | i
Cc1onc(-c2ccccc2)c1C(=O)NC(=S)NNC(=O)c1ccc(O)cc1O | i | i | i | 1 | i | i | -14 | 3 | i | i | i
CC(=O)NC(Cc1ccc(F)cc1)C(=O)NC1CCN(S(=O)(=O)c2ccccc2)CC1 (stereo not given) | i | i | i | -13 | i | i | -11 | -6 | i | i | i
O=c1[nH]c2ccccc2nc1-c1cccs1 | i | i | i | 1 | i | i | -16 | 5 | i | i | i

Carrying on:
SMILES | TRPC4 act | KCNK9 inh | TRPC4 PAM | Platelet DG rel | PolyA inh | KCNK3 block | hERG protect | Dyrk1A ADPGlo | TRPC4 inh | KCNQ1 pot | KCNQ1 block
Cc1ccc(SCC(=O)Nc2nnc(C(C)(C)C)s2)cc1 | i | i | i | 5 | i | i | -7 | 9 | i | i | i
Cn1c(=O)c2cn(-c3cccc4ccccc34)cc2n(C)c1=O | i | i | i | 0 | i | i | -5 | 1 | i | i | i
COc1cc(OC)cc(C(=O)NC(C(=O)NCCN(C)C)C23CC4CC(CC(C4)C2)C3)c1 (stereo not given) | i | i | i | -2 | i | i | -14 | 5 | i | i | i
CCc1ccc(NC(=O)/C(C#N)=C/c2cn(CC(=O)O)c3ccccc23)cc1 | i | i | i | -1 | i | i | -9 | 9 | i | i | i
Cc1ccsc1/C=N/Nc1nc(Cl)c(Cl)cc1Cl | i | i | i | 5 | i | i | -7 | 2 | i | i | i
Cc1cccc(C(C)C)c1NC(=O)c1ccc(CN(c2ccccc2)S(=O)(=O)c2ccccc2)cc1 | i | i | i | 18 | i | i | -6 | -4 | i | i | i
COc1ccccc1NC(=O)Cc1ccsc1 | i | i | i | 25 | i | i | -6 | -11 | i | i | i
COc1ccc2c(c1OC)C(=O)OC2Nc1nc(-c2cccc([N+](=O)[O-])c2)cs1 (stereo not given) | i | i | i | -6 | i | i | -7 | -1 | i | i | i
CCOc1cc(/C=N/NC(=O)c2c(-c3ccccc3)noc2C)ccc1O | i | i | i | -2 | i | i | -5 | 1 | i | i | i
Cc1cccc(OCCC(=O)NCC(=O)Nc2c(C)cccc2C)c1 | i | i | i | 3 | i | i | -9 | 4 | i | i | i
Cn1nc([N+](=O)[O-])nc1Oc1ccccc1 | i | i | i | -2 | i | i | -11 | -1 | i | i | i
CC(C)c1nc(Cl)c(C#N)c2c1CCCC2 | i | i | i | 4 | i | i | -5 | 2 | i | i | i
O=C(/C=C/c1ccc2c(c1)OCO2)NCCSCc1c(Cl)cccc1Cl | i | i | i | -1 | i | i | -6 | 11 | i | i | i
COc1ccc2nc(NC(=O)CN3CCN(C)CC3)sc2c1 | i | i | i | -9 | i | i | -6 | 48 | i | i | i
Cc1cc(NC(=O)c2cnn3cccnc23)no1 | i | i | i | -1 | i | i | -7 | 6 | i | i | i

From PubChem BioAssay

The list is partial; rates above refer to the full screens.
